M1 PAM parental: nonselective calcium activators in parental CHO-K1 cells, primary screen, counter-screen for M1 PAM project, cell-based, Fluo-8 calcium fluorescence, full deck, 1536-well. ATP EC20; 0% at ATP EC20, 100% at ATP max. activation, % at 3 µM. hit rate 0.02% among 360,000;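 active = activation above the run cutoff, the mean activation of all test compounds plus 3 SD, cut at about 40% in these data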;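 note: peak over basal fluorescence ratio in a 140 s read after ATP addition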
CHO-K1 Ca ag: counter-screen for M1 agonists: effect in parental CHO-K1 cells; Fluo-8 calcium fluorescence; scaled to maximal ATP response, vehicle zero; activation, % at 3 µM; hit rate 0.48% among 360,000; AID 602248, 2012; in the data active = activation above about 15%;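 note: untransfected CHO-K1 host cells lacking M1 receptor as counterscreen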
TAAR1 ag: human TAAR1 agonists, primary screen, Fluo-8 calcium fluorescence, CHO RD-HGA16 cells; hit rate 0.99% among 360,000; Trace amine-associated receptor 1 (Homo sapiens), Q96RJ0; vehicle wells 0%, saturating PEA agonist 100%; activation, % at 3 µM;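 active = activation above the mean activation of all test compounds in the run plus 3 SD, cut at about 38% in these data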
Target sequence (Q96RJ0 whole entry, looked up): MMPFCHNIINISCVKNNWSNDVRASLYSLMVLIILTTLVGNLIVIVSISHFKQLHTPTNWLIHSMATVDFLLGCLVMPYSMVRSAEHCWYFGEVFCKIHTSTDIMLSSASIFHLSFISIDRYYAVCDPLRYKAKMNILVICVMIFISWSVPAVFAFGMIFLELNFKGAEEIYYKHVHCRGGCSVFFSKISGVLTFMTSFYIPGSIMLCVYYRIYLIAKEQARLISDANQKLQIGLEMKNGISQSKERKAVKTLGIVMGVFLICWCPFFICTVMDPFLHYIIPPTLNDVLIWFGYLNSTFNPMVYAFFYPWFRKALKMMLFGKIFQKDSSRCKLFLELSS
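System: CHO RD-HGA16 cells carrying human TAAR1 plus Gα16; Incubation: 17-24 h seeding, 75 min 37 °C dye, 30 min RT; Measured by: Fluo-8 fluorescence, 5 s baseline then 140 s kinetic read; Control set: DMSO and PEA EC100; Replication: single well for each compound.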
OXTR potentiate: human OXTR potentiators, primary screen, fluorescence, CHO-OTR cells, Fluo-8 calcium. Fluo-8 calcium fluorescence, potentiator mode; 0% = oxytocin EC15, 100% = EC100. Oxytocin receptor (Homo sapiens), P30559. hit rate 0.061% among 320,000. activation, % at 3 µM;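 active = activation above that plate's cutoff, the mean activation of tested compounds plus 3 SD, cut at about 6.6% in these data, passing the limit was not always enough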;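 note: 100% uses oxytocin at 75 nM as the full agonist control; some results filed as inactive read as strong as hits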
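Material: human OTR in CHO cells. Compound: 3.0 µM, one dose. Timing: compound 6 min at room temperature before oxytocin, 100 s read. Evaluation: % activation of max/min ratio relative to oxytocin controls. Replication: single well per compound, singlicate. Signal: Fluo-8 calcium dye fluorescence.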
CHO parental Ca: ATP-evoked calcium signal inhibitors, parental CHO, primary screen, counter-screen for OX1R antagonist project, cell-based, fluorescence, Fluo-8 calcium dye. inhibition, % at 5.6 µM. parental CHO-K1, ATP-induced calcium, Fluo-8 fluorescence. AID 463079, 2010. hit rate 0.63% among 330,000;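 active = inhibition above that plate's mean sample inhibition plus 3 SD, cut at about 26% in these data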;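 note: 0% = ATP-challenged DMSO wells and 100% = DMSO wells without ATP; some compounds past the cut are filed as inactive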
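Assay system – parental CHO cells · Reagent – ATP stimulus · Detection – intracellular calcium via Fluo-8 no-wash fluorescent dye · Evaluation – percent inhibition of ATP-evoked calcium rise, normalized to controls · Controls – ATP wells versus no-ATP DMSO wells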
M1 ag: human M1 muscarinic receptor agonists, primary screen, Fluo-8 calcium fluorescence, CHO-K1 cells, HTS. Muscarinic acetylcholine receptor M1 (Homo sapiens), P11229. CHO-K1 hM1, agonist mode; 0% DMSO, 100% acetylcholine EC100. activation, % at 3 µM. hit rate 0.33% among 360,000. AID 588814, 2011;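 active = activation above the run's mean compound activation plus 3 SD, cut at about 16% in these data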;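 note: peak over basal fluorescence ratio within a 140 s kinetic read after compound addition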
Target sequence (P11229 whole entry, looked up): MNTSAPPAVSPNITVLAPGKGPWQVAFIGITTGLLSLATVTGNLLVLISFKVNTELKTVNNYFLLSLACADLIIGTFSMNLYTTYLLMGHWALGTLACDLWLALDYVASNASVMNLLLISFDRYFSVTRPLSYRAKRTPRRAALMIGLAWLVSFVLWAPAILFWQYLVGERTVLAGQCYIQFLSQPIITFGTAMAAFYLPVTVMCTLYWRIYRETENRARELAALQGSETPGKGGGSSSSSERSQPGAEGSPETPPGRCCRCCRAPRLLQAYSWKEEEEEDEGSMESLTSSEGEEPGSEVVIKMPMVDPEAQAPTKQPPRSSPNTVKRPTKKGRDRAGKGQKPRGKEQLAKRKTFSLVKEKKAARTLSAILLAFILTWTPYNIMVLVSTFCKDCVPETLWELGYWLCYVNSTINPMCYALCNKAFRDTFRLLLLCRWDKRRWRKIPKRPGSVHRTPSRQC
M1 antag: human M1 muscarinic receptor antagonists, primary screen, CHO-K1 cells, Fluo-8 calcium fluorescence, 1536-well. AID 588852, 2011. hit rate 1.3% among 360,000. CHO-K1 hM1, ACh EC80 antagonist. inhibition, % at 3 µM;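 active = percent inhibition above its own plate's cutoff, namely the mean of that plate's compound wells plus 3 SD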;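 note: peak over basal fluorescence ratio during 140 s after agonist addition; 0% = ACh EC80 plus DMSO and 100% = DMSO alone without agonist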
TAAR1 antagonist: human TAAR1 antagonists, primary screen, Fluo-8 calcium fluorescence, CHO RD-HGA16 cells. hit rate 1.5% among 360,000. antagonist. inhibition, % at 3 µM;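 active = inhibition above a per-plate cutoff, the mean inhibition of test compounds on that plate plus 3 SD, cut at about 49% in these data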;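 note: 0% = DMSO plus EC80 beta-PEA response and 100% = DMSO alone without agonist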
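test system = CHO RD-HGA16 cells bearing hTAAR1 | replication = singlicate | controls = DMSO-only wells and EC80 β-PEA-stimulated wells | reagent = EC80 β-phenethylamine stimulus | read-out basis = percent inhibition of PEA-evoked calcium signal, max/basal emission ratio | schedule = seeding 17-24 h prior, 75-min 37 °C, 30-min RT dye loading | signal = kinetic Fluo-8 calcium fluorescence measurement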
CHO-K1 Ca antag: nonselective inhibitor or artifact in parental CHO-K1 cells | ATP-induced calcium, Fluo-8 fluorescence | inhibition, % at 3 µM | hit rate 0.6% among 360,000 | AID 602250;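 active = inhibition above a per-plate cutoff, the plate's mean sample inhibition plus 3 SD, cut at about 24% in these data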;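 note: 0% = DMSO plus EC80 ATP and 100% = DMSO alone without ATP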
Numbers without * were called inactive; / = no result given. Compounds were not picked by outcome. Share with any hit: about 4.2%.

Values run as follows: M1 PAM parental, CHO-K1 Ca ag, TAAR1 ag, OXTR potentiate, CHO parental Ca, M1 ag, M1 antag, TAAR1 antagonist, CHO-K1 Ca antag
> COc1ccc(-c2c([C@H]3[C@H]4C=CC[C@@H](C)[C@@H]4C(=O)N3Cc3ccccc3)ccc3ccccc23)cc1
  34, -0.2, 6, -13, -18, -1, -11, -1, -28
> CCOc1ccc(NC(=O)CN2CCN(CC(=O)Nc3ccc(F)c(F)c3)CC2)cc1
  10, 0.2, -1, -10, -17, -4, -6, 4, 1
> CCN(CC)C(=O)C[n+]1ccc(C(N)=O)cc1
  14, -0.1, 1, -4, 8, -8, -8, -12, -14
> CCOC(=O)c1sc(=NC(=O)c2ccc(OC(C)C)cc2)n(C)c1C
  12, 0.2, 6, 2, 4, -2, 2, -11, -5
> CCN(CC)S(=O)(=O)c1ccc(C)c(NC(=S)NC2CCCCC2)c1
  -16, 1.4, 9, -6, -8, 2, -12, -2, 10
> CCOC(=O)N1CCC(NC(=O)c2cnc3n(c2=O)CCS3)CC1
  17, 0.3, 1, -2, -7, -5, -12, -6, 3
> COc1ccc(S(=O)(=O)Cc2ccccc2)cc1N
  18, 0.2, 2, -2, 3, -4, 0, 8, 0
> CCCCN(C(C)=O)c1ccc(S(=O)(=O)NC2=NCCCCC2)cc1NC(C)=O
  -4, 0.1, 2, -3, -2, -3, 9, -13, 13
> CCC(C)(C)NC(=O)C(c1ccco1)N(C(=O)CNC(=O)c1cccs1)c1cccnc1 (stereo not drawn)
  7, 1.2, 2, -9, -13, -3, -7, 5, 0
> CCc1ccccc1S(=O)(=O)Cc1ccc(C(=O)NC(C)C)o1
  14, 0.4, 0, -17, -11, -1, -19, -6, -8
> CN(C)Cc1nc2ccccc2c(=O)n1Cc1nc(-c2cccc([N+](=O)[O-])c2)cs1
  4, 0.4, -1, -5, -3, -7, 24, -47, -10
> CN(C)c1ccc(NC(=O)CSc2nc(N)c(C(=O)Nc3ccc(N(C)C)cc3)s2)cc1
  1, 6.1, 11, -21, 6, -2, -2, 28, 5
> O=C(CSc1ncn[nH]1)N1N=C2/C(=C/c3ccco3)CCCC2C1c1ccco1 (stereo not drawn)
  22, 0.6, 8, -5, -20, -4, -5, 3, -10
> CC(C)Nc1nc(NCCO)nc2ccccc12
  -5, 0.8, 3, /, /, /, /, -3, -8
> CCCC(C)C(=O)N(Cc1ccccc1)c1ccccn1 (stereo not drawn)
  -9, 0.3, 5, -8, -18, -4, -4, -4, -11
> O=C(NCCCn1ccnc1)C(=O)NCC1OCCN1S(=O)(=O)c1cc(F)ccc1F (stereo not drawn)
  22, 0.8, 1, 0, -8, -7, -22, -25, -14
> CN(C(=O)COC(=O)COc1ccc(Cl)cc1)C1CCCCC1
  1, 1.1, 9, -24, -19, -2, 2, 7, -3
> Cn1nnnc1Sc1ncnc2scc(-c3ccsc3)c12
  13, 0.3, 0, -3, -16, -13, -4, -9, -8
> CC(C)C[C@@H](C(=O)NC1CC1)N1C(=O)N2CCc3c([nH]c4ccccc34)[C@@]2(C)C1=O
  8, 0.4, 1, -8, -15, -1, -11, 2, 7
> CC(=O)Nc1ccc(SC[C@H](Cc2ccccc2)N2CC[C@@H](C)CCC2=O)cc1
  2, 1.4, 9, -3, -21, -4, 3, 16, -16
> O=c1[nH]nc(-c2cc(-c3ccccc3)nc3ccccc23)o1
  -6, 0.6, -1, /, /, -2, 6, 1, 10
> COc1cc(CNCCO)cc(Br)c1OCc1cccs1
  9, 0.9, 8, -6, -6, -5, -8, -12, -4
> CC1CC(C)CN(c2ncnc3c2cnn3C)C1 (stereo not drawn)
  6, -0.1, 18, 0, -16, 0, 0, -26, -9
> Cc1nn(C)c(C(=O)N2CCc3ccccc32)c1Cl
  8, -0.2, 10, -4, 5, -6, -2, 1, 13
> CC1CCCCN1S(=O)(=O)c1ccc(S(=O)(=O)N2CCN(c3ccc(F)cc3)CC2)cc1 (stereo not drawn)
  -2, 0.4, 13, -6, -8, -5, -4, -1, -17
> CCOc1cc(C2NN=C(c3ccccc3)S2)ccc1OCc1ccc(F)cc1 (stereo not drawn)
  8, -0.1, -1, -6, -13, -2, -4, -13, -8
> O=C(c1ccc2c3c(cccc13)CC2)C1CCCN(C(=O)c2cccnc2)C1 (stereo not drawn)
  16, 2.3, 5, -2, -20, -9, -12, 1, -15
> CCOc1ccc(-c2nc(C)sc2CC(=O)O)cc1
  14, 0.0, 1, -2, -7, -1, -6, 2, -7
> Cc1ccc(N(CC(=O)NCc2ccco2)C(=O)CCC(=O)Nc2nccs2)c(C)c1
  -1, 0.8, 2, -1, -6, -1, 9, -7, 3
> CCNC(=O)NC(=O)C(C)Sc1nc2ccccc2c(=O)n1-c1cccnc1 (stereo not drawn)
  -19, 0.1, -1, -2, -10, -9, 3, 3, -15
> S=C(Nc1ccc(Cl)cc1Cl)N1CCCC1
  -10, -0.6, -1, -10, -4, -3, -5, -7, 4
> COc1ccccc1C(=O)NC(CCSC)C(=O)NCCCn1nc(C)cc1C (stereo not drawn)
  11, -0.2, 1, 2, -25, -4, -6, 1, 4
> C#Cc1cccc(C(=O)N2CCCC(CCC(=O)NCc3ccccc3F)C2)c1 (stereo not drawn)
  -1, 0.2, 1, 0, -24, 4, -18, -25, 9
> O=C(Cn1nnc(-c2cccs2)n1)N1CCOCC1
  -11, 0.6, 1, -1, 0, 0, -5, -12, 0
> CCOCCn1c(=O)c2c(nc3n2CCN3c2ccc(C)cc2)n(C)c1=O
  /, /, 0, -7, 7, /, /, -22, /
> O=C(COc1ccc(Cl)cc1)NCc1nnc(SCC(=O)NC2CCCC2)o1
  0, -0.1, 4, -4, -16, -2, -18, -5, 6
> Cn1c(CN2CCOCC2)nnc1SCC(=O)Nc1cc(Cl)ccc1Cl
  0, 0.5, 1, -1, 2, -11, -9, 8, -16
> CN(C)CCSc1nc(N)c2c3c(sc2n1)COC(C)(C)C3
  14, 0.3, /, 3, -14, -6, 5, /, -4
> CCOC(=O)C1=C(C)N(C)C(=O)NC1c1cc2c(cc1Br)OCO2 (stereo not drawn)
  23, 0.5, 7, -11, -9, -2, -31, 0, -22
> COc1ccc(OC)c(/C=C/c2ccnc3ccccc23)c1
  17, -0.3, -1, /, /, -8, -26, -25, -13
> CN(CCO)C(=O)c1cccc2c1-c1ccccc1C2=O
  18, 0.9, 4, 1, -16, 0, -5, 5, -19
> COc1cccc(C2SCC(=O)N2c2ccc(Cl)cc2)c1OC (stereo not drawn)
  -4, 0.1, 2, -7, -32, -9, 51*, 9, 0
> COc1ccc(CC(=O)N2CCN(C(=O)Cc3ccc(OC)cc3)CC2)cc1
  14, 0.1, 0, -10, -18, -2, -13, 10, -4
> Cc1cccc(S(=O)(=O)NC(=O)C2(C)CCN2C(=O)Cc2cccs2)c1 (stereo not drawn)
  16, -0.2, 0, /, /, -2, -3, 4, 2
> CSc1ccc(Cn2c(C)c(C(=O)NCc3cccc(C)c3)sc2=O)cc1
  -2, 2.1, 0, /, /, -3, -4, 40, 18
> O=C(CSc1nccn1-c1cccc(F)c1)NC1CCCC1
  23, 0.1, 1, -2, -11, -1, -21, -6, -7
> O=C1CCCCC1Oc1ccc2ccc(=O)oc2c1 (stereo not drawn)
  11, 0.7, 0, -9, -2, -4, -7, -27, -14
> O=C(C1CCCCC1)N1C[C@H](n2cc(C3CC3)nn2)[C@@H](O)C[C@@H]1c1ccccc1
  10, 0.6, 1, /, /, -4, -6, -3, -12
> COc1ccc(-c2ccc3c(c2)C2CC3CCN2C(=O)C2CCCCC2)cc1 (stereo not drawn)
  6, 0.8, 4, /, /, -3, 24, -3, 9
> CCN1CCN(c2ccc(S(=O)(=O)N3CCCCC3)cc2NC(=O)c2ccc(OC(F)F)cc2)CC1
  -4, -0.5, 4, -5, -23, 2, -12, 3, 18

(next part)
Values run as follows: M1 PAM parental, CHO-K1 Ca ag, TAAR1 ag, OXTR potentiate, CHO parental Ca, M1 ag, M1 antag, TAAR1 antagonist, CHO-K1 Ca antag
> CCC(Sc1nc2c(c(=O)n1CC)SC(C)C2)C(=O)OC (stereo not drawn)
  17, -0.4, -2, 3, -8, -13, -6, -42, -5
> CCSc1ccccc1C(=O)NCc1ccc(OC)cc1
  28, 1.0, 10, -4, -11, -3, -6, 12, -18
> Cc1cccc(Nc2cc(C)nc3ccccc23)c1
  -1, 0.1, 0, -4, -10, -5, -15, 5, -4
> COc1cccc(/C=N/NC(=O)CNC(=O)COc2ccccc2)c1O
  -3, 1.0, 0, -5, -16, -2, -14, -28, -14
> Cc1c(C(=O)N2CCOCC2)cc(C(C)(C)C)n1-c1ccccc1
  4, 0.7, -1, 0, -1, -7, -5, -12, -5
> COc1ccc(OC)c2[nH]c(=O)c(CCNC(=O)C(C)C)cc12
  -3, -0.1, 1, -5, 11, -4, -5, -22, -1
> COc1ccc(C(C(=O)NC(C)(C)C)N(C(=O)CCC(=O)Nc2cc(C)on2)c2ccccc2F)cc1 (stereo not drawn)
  -6, -0.2, 0, -11, -12, -2, -16, 6, 0
> Cc1cc(N2C(=O)C(O)=C(C(=O)c3cccs3)C2c2cccc(O)c2)no1 (stereo not drawn)
  14, 0.1, 3, 2, -5, -1, -5, -12, -5
> Cc1ccc2nc3n(c(=O)c2c1)-c1cc(Cl)ccc1C(=O)NC3Cc1ccc(O)cc1 (stereo not drawn)
  /, /, 9, -1, -13, /, /, 22, /
> Cc1nn(C)c(C)c1CCC(=O)NC1CC(C)(C)Cc2c1cnn2-c1ccccc1 (stereo not drawn)
  -21, -0.2, -1, -2, -30, -5, -1, -19, 5
> O=C1/C(=C/c2cccnc2)Cc2ccc(Cl)cc21
  -5, 0.3, -1, -8, -19, -3, 2, 9, -19
> CCOc1ccc(S(=O)(=O)N2CCN(CC)CC2)cc1NC(=O)c1ccccc1F
  0, -1.2, 0, -10, -24, -8, -6, -24, -8
> Cc1ccc(C)c(C(=O)COC(=O)C(C)N2C(=O)C3C4CCC(C4)C3C2=O)c1 (stereo not drawn)
  -24, 0.8, 0, /, /, -2, -8, -10, 13

Screens as filed in PubChem BioAssay.
